MEX-5 binding = C. elegans MEX-5 TCR-2 RNA binding activity; Q9XUB2; MEX-5/FITC-TCR2 RNA binding, fluorescence polarization; hits give low values; activity score (negative = inhibition of binding), % at 10 µM; 300,000 compounds, 0.38% hits; AID 1832;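 active = inhibition past about -25% in most replicates, and total fluorescence under double the plate's negative control median, limit read from the data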;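 also: 0% = DMSO and -100% = 5 µM competing unlabeled TCR2 RNA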
PME-1 inh = blocks human protein phosphatase methylesterase 1. recombinant PME-1, FP-Rh probe fluorescence polarization. Q9Y570. 320,000 compounds, 0.53% hits. inhibition, % at 5.9 µM;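 active = inhibition above the campaign mean of all compounds plus 3 SD, cut at about 26% in these data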;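 also: competitive labeling of PME-1 active site by serine hydrolase directed probe; 0% = PME-1 with DMSO and 100% = wells lacking PME-1 enzyme; inhibitors block probe labeling so polarization falls and inhibition rises; many of its hits are not listed in these tables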
GSTO1 inh = blocks human GSTO1 in RBBP9 counter-screen; recombinant GSTO1, activity-based probe fluorescence polarization; AID 1974; P78417; 300,000 compounds, 1.1% hits; inhibition, % at 5.96 µM;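 active = inhibition above the campaign mean inhibition plus 3 SD, cut at about 35% in these data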;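 also: 0% = GSTO1-1 with DMSO and 100% = wells lacking GSTO1-1 enzyme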
GLD-1 TGE inh = GLD-1-TGE RNA interaction inhibition (C. elegans) | Q17339 | purified GLD-1 + fluorescein TGE RNA, fluorescence polarization | inhibition, % at 5.96 µM | 320,000 compounds, 0.44% hits | AID 2280;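 active = percent inhibition above a per-plate cutoff, the plate mean of test compounds plus 3 SD, cut at about 30% in these data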;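 also: 0% = DMSO wells with GLD-1 and probe and 100% = wells lacking GLD-1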
MCL1 BIM primary = inhibitors of human MCL1 binding to BIM-BH3 peptide | Q07820 | GST-MCL1 / FITC-Bim-BH3 fluorescence polarization | inhibition, % at 10.9 µM | 320,000 compounds, 0.68% hits;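 active = inhibition above the mean inhibition of all tested compounds plus 3 SD, set per campaign, cut at about 40% in these data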;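 also: 0% = DMSO wells and 100% = unlabeled Bim-BH3 peptide control; higher means more loss of mP so more displacement of Bim peptide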
Target sequence (Q07820 whole entry, looked up): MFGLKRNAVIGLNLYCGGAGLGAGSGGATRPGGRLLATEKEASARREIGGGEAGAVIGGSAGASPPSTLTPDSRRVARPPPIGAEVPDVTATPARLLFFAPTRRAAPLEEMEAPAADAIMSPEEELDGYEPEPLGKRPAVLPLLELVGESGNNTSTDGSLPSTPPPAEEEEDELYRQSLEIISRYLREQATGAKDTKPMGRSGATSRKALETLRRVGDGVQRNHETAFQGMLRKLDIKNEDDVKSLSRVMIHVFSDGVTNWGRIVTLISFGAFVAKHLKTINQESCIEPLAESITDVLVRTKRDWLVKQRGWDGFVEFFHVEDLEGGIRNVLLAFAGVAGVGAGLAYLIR
TPT1 inh = inhibitors of Candida albicans tRNA 2'-phosphotransferase TPT1; recombinant caTPT1, FP RNA substrate dephosphorylation; inhibition, % at 5 µM; 300,000 compounds, 0.81% hits;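 active = inhibition above the mean of all tested compounds plus 3 SD, set per screening campaign, cut at about 24% in these data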;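 also: plate controls were DMSO alone for no effect and ferristatin control at 100 nM for full effect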
PAD4 FP inh = blocks human protein arginine deiminase 4; 330,000 compounds, 0.41% hits; AID 485272; recombinant PAD4, RCA probe fluorescence polarization; inhibition, % at 6.36 µM; Q9UM07;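 active = percent inhibition above a cutoff equal to the mean of all tested compounds plus 3 SD, cut at about 15% in these data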;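 also: 0% = PAD4 with RCA probe and DMSO and 100% = probe without PAD4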
Target sequence (Q9UM07 whole entry, looked up): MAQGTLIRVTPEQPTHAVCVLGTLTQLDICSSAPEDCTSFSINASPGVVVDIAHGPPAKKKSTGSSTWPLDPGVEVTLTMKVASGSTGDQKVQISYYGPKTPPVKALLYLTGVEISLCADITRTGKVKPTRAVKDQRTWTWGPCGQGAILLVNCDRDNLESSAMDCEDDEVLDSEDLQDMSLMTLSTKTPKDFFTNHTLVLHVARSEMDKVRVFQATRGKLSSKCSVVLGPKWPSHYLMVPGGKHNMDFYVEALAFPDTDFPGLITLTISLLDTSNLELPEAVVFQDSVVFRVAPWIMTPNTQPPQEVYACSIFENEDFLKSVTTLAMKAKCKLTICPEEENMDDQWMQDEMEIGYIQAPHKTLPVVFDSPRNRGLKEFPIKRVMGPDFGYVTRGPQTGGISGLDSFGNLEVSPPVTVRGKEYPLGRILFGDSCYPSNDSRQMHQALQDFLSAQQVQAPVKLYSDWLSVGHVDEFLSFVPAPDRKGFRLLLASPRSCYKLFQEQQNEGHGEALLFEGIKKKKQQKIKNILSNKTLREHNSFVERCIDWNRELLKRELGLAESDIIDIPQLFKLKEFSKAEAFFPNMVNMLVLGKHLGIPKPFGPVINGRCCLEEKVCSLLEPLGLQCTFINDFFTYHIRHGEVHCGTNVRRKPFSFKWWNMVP
Bcl-xL primary = inhibitors of human Bcl-xL | Q07817 | GST-Bcl-xL / FITC-Bim BH3 peptide fluorescence polarization | inhibition, % at 10.9 µM | 320,000 compounds, 0.7% hits;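 active = inhibition above the mean of all tested compounds plus 3 SD, cutoff set per campaign, cut at about 30% in these data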;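 also: 0% = DMSO wells and 100% = unlabeled Bim-BH3 peptide competitor; inhibitors lower millipolarization by displacing the labeled peptide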
Fam108B inh = blocks mouse Fam108B hydrolase in RBBP9 counter-screen | recombinant Fam108B, FP-Rh probe fluorescence polarization | inhibition, % at 9.51 µM | 300,000 compounds, 0.33% hits;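 active = inhibition above the screen mean inhibition plus 3 SD, computed separately per campaign, cut at about 18% in these data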;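 also: inhibitors lower polarization as less probe binds the enzyme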
Active calls of the source: *; nt = not tested or not shown. Some of the compounds tested (hit frequency here may not be typical).

structure	MEX-5 binding	PME-1 inh	GSTO1 inh	GLD-1 TGE inh	MCL1 BIM primary	TPT1 inh	PAD4 FP inh	Bcl-xL primary	Fam108B inh
Cc1ccc(C(=O)CSc2nn3c(=O)c(C(C)(C)C)nnc3s2)cc1	2.3	1	8	-37	-101	32*	-1	-58	3
Cc1ccc(S(=O)(=O)N(C)C)cc1NC(=O)C(C)OC(=O)/C=C/c1cccs1 (configuration not stated)	-1.6	3	0	4	-1	4	3	4	1
Cc1cccc(-c2nc(Nc3ccc(N4CCOCC4)cc3)c3ccccc3n2)c1	0.9	19	-10	8	8	3	5	3	20*
CCOc1ccc(Br)cc1S(=O)(=O)Nc1ncn[nH]1	-1.8	-7	11	10	11	-4	-6	2	-1
Cc1ccsc1C(=O)OCC(=O)N1CCc2ccccc2C1	2.8	8	4	2	-7	-2	-1	2	-4
Cc1cc(C)c2nc(N(CCCN(C)C)C(=O)c3ccc(S(=O)(=O)N4CCCCCC4)cc3)sc2c1	-3.2	-1	-3	1	10	5	0	4	2
COc1ccc(CCN2CC(O)=C(c3nc4ccccc4c(=O)[nH]3)C2=N)cc1OC	0.2	-2	-12	7	-2	0	-4	0	0
CN1CCN(S(=O)(=O)c2ccc(N(C)Cc3cccc(F)c3)nc2)CC1	nt	2	nt	0	-13	nt	-4	-6	nt
COCCOC(=O)N/C=C\c1nc2ccccc2c(=O)[nH]1	-0.9	5	4	3	5	0	-2	3	1
COc1ccc(C(=O)N/N=C/c2ccc(OC(=O)c3cccc4ccccc34)c([N+](=O)[O-])c2)cc1	0.1	-43	-18	4	13	-3	2	1	-41
O=C1CC(N2CCN(Cc3ccc4c(c3)OCO4)CC2)C(=O)N1Cc1ccc(N2CCCC2=O)cc1 (configuration not stated)	-1.7	-1	2	3	11	-8	0	7	-1
COc1ccc2c(c1)CCC1C2=NN(/C(C)=C\C(C)=O)C1c1ccc(F)cc1 (configuration not stated)	3.7	0	-1	-8	-8	13	-6	-3	-5
CCS(=O)(=O)N1CCCC(C(=O)NCCCN2CCCC2=O)C1 (configuration not stated)	nt	4	-7	12	4	-7	3	6	2
C=CCn1c(SCc2ccc(Cl)c(Cl)c2)nnc1C(CO)NC(=O)c1ccc(OC)cc1 (configuration not stated)	2.5	-3	-5	-5	2	2	-3	3	4
Cc1nn(C)c(C)c1CNC(=O)Nc1ccc(Cl)cc1	-0.3	6	4	9	3	-2	-1	0	2
COc1ccc(CCNC(=O)C2CCN(S(=O)(=O)c3ccc(OC)c(OC)c3)CC2)cc1	0.9	0	-4	4	-3	2	1	-5	-2
Cc1cc(C)n(-c2nc(SCC(=O)O)c3c4c(sc3n2)COC(C)(C)C4)n1	nt	1	0	2	10	-1	-1	8	-3
Cc1onc(-c2c(F)cccc2Cl)c1C(=O)NC1CCSC1=O (configuration not stated)	-1.9	-2	9	5	-1	-1	2	4	-3
N#Cc1sc2nc3c(c(-c4cccnc4)c2c1N)CCC3	-3.8	8	3	-2	6	0	-1	5	-3
COc1cc(C(=O)NC2CCN(Cc3nnnn3Cc3cccs3)CC2)cc(OC)c1OC	1.3	-10	2	3	-4	-1	0	-3	2
COc1ccc(-c2cc(C(=O)Nc3ccc(C)c(N)c3)c3ccccc3n2)cc1	-0.9	5	-2	15	13	-1	-3	4	1
N#CC(c1ccccc1O)N1N=C(c2ccccc2)CC1c1ccccc1 (configuration not stated)	nt	3	7	-3	-3	-3	-6	3	1
CCOC(=O)C(Cc1ccccc1)c1ccnc2ncnn12 (configuration not stated)	-1.3	9	-4	3	2	4	3	6	-4
N#Cc1c(/N=C/N2CCCC2)oc(-c2ccccc2)c1-c1ccccc1	0.6	5	13	-4	0	2	-2	8	7
CCCC(=O)Nc1nc2ccc(NC(=O)c3c(F)c(F)c(OC)c(F)c3F)cc2s1	2.2	-32	-18	0	2	-2	-1	1	-35
CC[C@H](C)[C@@H]1NC(=O)c2cc([N+](=O)[O-])cc(F)c2NCCCC[C@@H](C(N)=O)NC(=O)[C@H](CC(N)=O)NC1=O	nt	11	5	-1	1	0	-3	5	-6
CCCN(CC1CC1)S(=O)(=O)c1ccc(-n2cnnn2)c(OC)c1	-0.5	1	2	-4	-4	-1	4	0	9
CCNC(=O)COC(=O)CCNC(=O)c1cccc(C)c1	-1.1	0	3	6	-3	-2	-1	-8	3
Cc1cc(Cn2nc(C(=O)NCC3CC3)cc2-c2ccccc2)on1	2.5	1	-4	2	4	-1	1	4	0
CCOC(=O)/C(C#N)=C1/C=CN(c2ccc(C)cc2)C=N1	0.9	-1	-3	-2	-6	1	5	7	-2
O=C(COc1ccc2c3c(c(=O)oc2c1)CCC3)Nc1ccc(CCO)cc1	-0.4	-5	9	0	-69	1	0	-35	1
Cc1ccc(F)c(CNC(=O)C2CCC(=O)N(CCN3CCOCC3)C2)c1F (configuration not stated)	nt	5	1	-8	1	2	0	3	2
COC(=O)CCC(=O)Nc1cccc(Br)c1	0.1	-1	6	-2	-2	-1	1	6	2
CCCC1=NN(C(=O)C(=O)Nc2ccc(Br)cc2)C(O)(C(F)(F)F)C1 (configuration not stated)	-2.6	-10	16	1	5	-2	-3	5	1
O=C(CCSc1ccc(Cl)cc1)N1CCN(S(=O)(=O)c2ccccc2)CC1	nt	9	nt	3	-4	nt	0	-3	nt
CC1(C)CC(=O)C(Sc2ccccc2[N+](=O)[O-])=C(O)C1	0.5	2	2	-5	14	-4	1	11	0
Cc1cnc([N+](=O)[O-])n1CCOC(=O)NC(=O)c1ccc(F)cc1	-0.2	-3	12	9	-10	1	1	4	5
Cc1c(C(=O)N2CCC3(CC2)CC(=O)c2ccccc2O3)cccc1[N+](=O)[O-]	0.2	4	-3	44*	0	-1	2	-1	-2
Cc1cc(C)n2nc(SCC(=O)N/N=C/c3ccccc3F)nc2n1	-0.5	2	4	3	8	-2	-4	6	-2
O=c1oc2ccccc2c(O)c1CN1CCCCC1	1.5	-1	-69	6	1	0	-2	4	-1
Cn1c(C(=O)NCC2CCCO2)cc2c(=O)n(C)c3ccccc3c21 (configuration not stated)	-1.2	-5	7	-2	0	2	4	1	3
Nc1nc(C23CC4CC(CC(Cl)(C4)C2)C3)cs1	-0.1	-1	3	-3	-14	-1	2	-1	0
COc1ccccc1C(=O)Nc1ccc(C(=O)N2CCCCC2)cc1	-2.9	-6	-2	-2	5	-4	1	1	0
CCNC(=S)N(Cc1ccco1)Cc1cc2cc(OCC)ccc2[nH]c1=O	1.9	3	-8	3	8	1	-5	4	-1
Fc1cccc(-c2cc3nc4c(c(NCc5ccco5)n3n2)CCCC4)c1	0.9	1	6	6	8	2	6	3	11
Cc1ccc(NC(=O)C2CCN(S(=O)(=O)c3ccc4c(c3)oc(=O)n4C)CC2)cc1	1.1	1	16	4	-2	-2	2	4	-1
CC(NS(=O)(=O)c1ccc(NC(=O)N2CCCCC2)cc1)c1ccccc1 (configuration not stated)	-1.6	2	2	4	1	-1	-3	6	-1
COC(=O)CN1C(=S)N(Cc2ccccc2)C(=O)C1CC(=O)Nc1ccc(Br)cc1 (configuration not stated)	2.2	-20	-6	9	11	1	-1	3	-22
CC(C)(C)c1cc2ncnc(N3CCCCC3)c2s1	0.2	3	-7	-3	0	-1	1	2	0
CC1CCN(S(=O)(=O)c2ccc3c(c2)c(=O)c(C(=O)NC2CCCC2)cn3C)CC1	-2.5	1	2	-11	-3	2	-2	2	-1
COc1ccc(N2C(=O)c3ccccc3NC2c2cccnc2)cc1 (configuration not stated)	0.0	-1	13	5	4	-5	3	5	0
C=C(C)c1cccc(C(C)(C)NC(=O)NC2CCN(Cc3ccccc3)CC2)c1	4.0	0	-6	0	0	-2	0	5	-5
O=C(N/N=C\c1cc(Br)ccc1O)c1ccc(S(=O)(=O)N2CCCCC2)cc1	nt	-2	-7	-11	7	11	-3	3	2
Cc1nc2ccccc2c(=O)n1NC(=O)Cc1ccc([N+](=O)[O-])cc1	1.9	2	1	0	0	-1	-3	3	0
CN(CC(=O)Nc1ccc(F)cc1)C(=O)CSc1nncs1	-0.1	-3	3	1	-10	1	3	-9	5
CC(C)(C)C1CCC2(CC1)C(C#N)=C(SCC(=O)Nc1ccccc1)NC(=O)C2C#N (configuration not stated)	-0.2	-18	-50	6	1	5	3	8	-3
O=C(COC(=O)CSc1ccc(F)cc1)NNC(=O)c1ccc([N+](=O)[O-])cc1	-9.2	-2	-3	5	2	-1	-1	2	0
N/C(=N\OC(=O)c1ccc(OCC(F)(F)F)nc1)c1ccc(Cl)cc1	1.1	-8	3	0	11	-3	-4	6	2
CCOc1ccc(NC(=O)NC(=O)N(C)S(=O)(=O)c2ccc(C)cc2)cc1	0.1	-33	1	2	9	-2	-2	6	6
COC(=O)c1ccc(C(=O)OC)c(NC(=O)C(C)(C)C)c1	-0.6	-6	5	3	-19	-2	2	-50	-3

Remaining list, next part:
structure	MEX-5 binding	PME-1 inh	GSTO1 inh	GLD-1 TGE inh	MCL1 BIM primary	TPT1 inh	PAD4 FP inh	Bcl-xL primary	Fam108B inh
Cc1cccc(N(C(=O)Cn2nnc3ccccc32)C(C(=O)NC(C)(C)C)c2ccsc2)c1C (configuration not stated)	-5.1	-5	6	5	6	-3	-7	6	0
Cc1ccc2[nH]cc(S(=O)(=O)c3ccc(F)cc3)c(=O)c2c1	-1.9	-2	-4	-5	-2	3	0	1	-1
Cc1cc(NC(=O)/C=C/c2ccc(Br)cc2)no1	-0.8	-3	-2	4	2	1	7	0	0
Cc1ccc2c(c1)cc(CN(Cc1ccc3c(c1)OCO3)C(=O)c1cnccn1)c1nnnn12	2.3	3	5	4	-1	0	-5	0	-2
Cc1ccc(NC(=O)CSc2nc(C)c(C)c(C)n2)c([N+](=O)[O-])c1	-0.2	1	5	3	-2	4	0	-1	-3
COc1ccc(N2CCN(C(=O)c3cccc(N4C(=O)C5C6C=CC(C6)C5C4=O)c3)CC2)cc1 (configuration not stated)	-3.1	-6	4	-8	13	-5	-2	5	4
CCOC(=O)CCCCC(=O)c1[nH]c(=O)[nH]c1Cn1ccnc1	1.1	-5	4	4	28	-4	-7	10	-3
CCOC(=O)C1CN(S(=O)(=O)c2ccc(C)cc2)c2ccccc2O1 (configuration not stated)	-0.3	6	1	-6	4	3	-1	2	-1
CCOP(=O)(OCC)C(Nc1cccc(C(F)(F)F)c1)c1ccc(F)cc1 (configuration not stated)	0.3	6	8	0	-4	-4	3	2	0
Cc1nc2ccccc2n1CCCOc1ccccc1	0.1	-3	2	2	-1	-2	1	3	4
COc1cccc(OCC(O)CN2CCN(CCN3C(=O)c4cccc5cccc(c45)C3=O)CC2)c1 (configuration not stated)	-1.8	0	8	12	5	-2	0	4	1
O=C(Cn1nc(Cc2cccnc2)c2ccccc2c1=O)NCC1CCCO1 (configuration not stated)	-1.2	-1	-1	8	-2	-3	1	8	-2
O=C(CC1C(=O)NCCN1CC1CCCCC1)NCCc1ccc(F)cc1 (configuration not stated)	-0.6	-4	5	10	0	1	-6	5	0
CCn1c(SCC(=O)O)nnc1C1CCCCC1	1.0	-1	-1	1	-4	1	-1	3	5
O=S(=O)(Cc1ccccc1)N(O)c1ccccc1	-2.1	-11	7	-5	14	1	-2	7	0

Screens: PubChem BioAssay, several laboratories
